RGS4 inh: human RGS4 inhibition. P49798. HEK293 M3R/RGS4 inducible, Fluo-4 calcium flux; active compounds read high; triggered by carbachol at its EC20. B-score at 10 µM. hit rate 0.45% among 310,000. AID 463165;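 active = B-score, a plate-corrected calcium signal, over three deviations above library mean, with baseline fluorescence within five deviations of library mean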;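 note: RGS4 expression induced by doxycycline in cells with stable M3 receptor; B-score is computed from the integrated fluorescence ratio over baseline after carbachol; higher B-score means a larger calcium signal and so more RGS4 inhibition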
GSK3B inh: inhibitors of human GSK3beta kinase; P49841; hit rate 0.038% among 300,000; GST-GSK3beta kinase, ADP-Glo luminescence, 60 min; active compounds read low; AID 2097; activity score (negative = inhibition), % at 10 µM;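 active = more than half of replicate wells score below -50%, meaning over 50% inhibition versus plate controls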;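 note: 0% = median DMSO wells and -100% = median GW8510 positive control wells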
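Test system: GST-tagged human GSK3beta kinase, cell-free; evaluation: activity score scaled between in-plate DMSO and GW8510 controls; measured by: ADP-Glo luminescence; incubation: 60 min reaction, RT; benchmarks: DMSO and 20 µM GW8510; reagent: peptide substrate plus 25 µM ATP (final); medium: Tris/MgCl2 kinase buffer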
KCNQ1 pot: potentiates or activates the human KCNQ1 potassium channel. CHO-K1 KCNQ1, thallium flux FluxOR fluorescence; active compounds read high. B-score at 10 µM. hit rate 0.35% among 310,000;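 active = fluorescence ratio B-score, a plate-corrected score, at least three library SD, with initial intensity B-score within 5 SD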
Target sequence (P51787 whole entry, looked up): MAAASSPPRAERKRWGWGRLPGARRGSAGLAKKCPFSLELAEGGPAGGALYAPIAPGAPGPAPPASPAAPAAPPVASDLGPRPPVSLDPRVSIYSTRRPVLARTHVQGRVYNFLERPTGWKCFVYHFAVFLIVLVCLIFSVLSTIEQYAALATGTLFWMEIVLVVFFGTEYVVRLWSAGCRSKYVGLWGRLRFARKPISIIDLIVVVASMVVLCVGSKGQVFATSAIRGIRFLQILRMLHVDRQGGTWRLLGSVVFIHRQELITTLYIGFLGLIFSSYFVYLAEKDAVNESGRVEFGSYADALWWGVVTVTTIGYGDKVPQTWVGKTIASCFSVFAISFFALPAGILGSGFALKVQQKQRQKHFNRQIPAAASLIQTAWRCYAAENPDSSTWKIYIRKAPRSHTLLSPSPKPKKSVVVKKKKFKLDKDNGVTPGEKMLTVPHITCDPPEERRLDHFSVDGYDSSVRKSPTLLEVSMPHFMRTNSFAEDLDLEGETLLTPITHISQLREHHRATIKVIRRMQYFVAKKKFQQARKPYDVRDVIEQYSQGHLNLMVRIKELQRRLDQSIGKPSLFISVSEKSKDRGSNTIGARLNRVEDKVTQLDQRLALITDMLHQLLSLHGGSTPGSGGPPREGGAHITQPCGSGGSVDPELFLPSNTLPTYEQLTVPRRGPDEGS
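Assay system: CHO-K1 cells stably expressing KCNQ1. Medium: assay buffer for compound exposure, DMSO matched across wells. Timing: 37 °C overnight plating, 90-min dark dye load, 20-min compound pretreatment. Signal: kinetic FluxOR fluorescence, 10 s baseline plus 110 s post-stimulus.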
KCNQ1 inh: inhibitors of human KCNQ1 potassium channel; P51787; CHO-K1 KCNQ1, FluxOR thallium flux fluorescence; active compounds read high; B-score at 10 µM; hit rate 1.3% among 310,000;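 active = compounds whose thallium flux B-score, printed positive for inhibition, exceeds three library SD while starting fluorescence stays within three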;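 note: channel opened by potassium depolarization with thallium stimulus after 20 min compound exposure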
DYRK1A inh: Dyrk1A (rat) kinase inhibition | Q63470 | ADP-Glo luminescence, NFATc1 peptide | inhibition, % at 12.5 µM | hit rate 0.43% among 310,000; in the data active = inhibition above about 50%;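 note: plate controls were vehicle with enzyme for no effect and no enzyme for full effect; many of its hits are not listed in these tables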
PolyA inh: blocks polyadenylation in yeast reporter cells; S. cerevisiae SKY197-pL101 polyadenylation reporter, beta-gal luminescence; efflux-impaired pdr1/pdr3 knockout yeast; score 100 = 6 SD above DMSO; calls only at 12 µM; hit rate 0.02% among 300,000;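 active = lowest replicate activity score at least 50, where 100 means six control SD above control mean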;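 note: yeast exposed to compound for 9 h at 30 °C; higher score means more reporter readthrough which indicates perturbed polyadenylation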
KCNK3 inh: human KCNK3 channel inhibition, primary screen. hit rate 0.84% among 340,000. CHO-KCNK3 thallium flux, FluxOR fluorescence; active compounds read low. B-score at 10 µM. O14649;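 active = B-score under library mean minus 4 SD, starting fluorescence ratio at most library mean plus 5 SD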;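 note: more negative B-score means stronger inhibition of thallium flux through KCNK3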
GSK3A inh: inhibitors of human GSK-3 alpha kinase; ADP-Glo luminescence, 60 min; inhibition, % at 10 µM; hit rate 0.1% among 320,000; AID 2650;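 in the data active = inhibition above about 50%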;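 note: GST-tagged GSK-3 alpha with peptide substrate and 25 µM ATP; 0% = DMSO neutral wells and 100% = GW8510 positive control wells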
KCNK9 block: blocks the human KCNK9 two-pore domain potassium channel; Q9NPC2; HEK293 KCNK9, FluxOR thallium flux fluorescence; active compounds read low; B-score at 10 µM; hit rate 1.2% among 310,000;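 active = ratio B-score over 3 SD below the library mean, with starting fluorescence within 5 SD of its mean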;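 note: negative B-score means less thallium flux so channel inhibition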
Target sequence (Q9NPC2 whole entry, looked up, the tested form may be a part): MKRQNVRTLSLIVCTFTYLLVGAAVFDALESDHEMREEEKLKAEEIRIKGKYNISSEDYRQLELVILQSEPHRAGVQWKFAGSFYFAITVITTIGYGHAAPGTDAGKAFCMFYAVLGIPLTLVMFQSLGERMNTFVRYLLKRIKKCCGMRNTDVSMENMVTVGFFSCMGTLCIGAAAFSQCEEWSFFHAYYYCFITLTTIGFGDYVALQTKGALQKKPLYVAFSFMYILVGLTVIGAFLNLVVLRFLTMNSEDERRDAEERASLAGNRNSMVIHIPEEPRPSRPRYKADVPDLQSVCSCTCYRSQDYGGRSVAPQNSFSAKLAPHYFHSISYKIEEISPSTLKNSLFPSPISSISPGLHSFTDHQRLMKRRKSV
hERG protect: compounds protecting human hERG from proarrhythmic drug block; Q12809; CHO-hERG, FluxOR thallium flux, dofetilide IC70 present; activation (rescue from dofetilide block), less the hit threshold, % at 10 µM; hit rate 0.51% among 310,000; AID 1511;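 active = activation above the mean of controls blocked by dofetilide plus 5 SD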;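 note: thallium influx through hERG after potassium depolarization seen as dye fluorescence rise; in these data hits start at about 4.7%; inactives centre near -7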
RGS4 pot: potentiators or activators of RGS4 | hit rate 0.92% among 310,000 | B-score at 10 µM | HEK293 M3R/inducible RGS4, carbachol calcium flux Fluo4; active compounds read low;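 active = B-score of the integrated calcium signal more than 4 SD below the library mean, with starting fluorescence not abnormally high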;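 note: negative B-score means reduced calcium response which marks RGS4 activation or potentiation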
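Also added: carbachol at ECmax as muscarinic agonist stimulus; Assay system: HEK293 cells with stable M3R and inducible RGS4; Timing: overnight RGS4 induction, 30 min dye load 37 °C, 20 min compound RT; Measured by: Fluo4-AM (2 µM) calcium-flux fluorescence, kinetic read.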
The depositor's hits bear a star; i = inactive; . = no result given. Some of the compounds tested; the hit share may differ from the screen's.

Structure | RGS4 inh | GSK3B inh | KCNQ1 pot | KCNQ1 inh | DYRK1A inh | PolyA inh | KCNK3 inh | GSK3A inh | KCNK9 block | hERG protect | RGS4 pot
Cc1cc(CNC(=O)c2cccc([N+](=O)[O-])c2C)c2ccccc2n1 | i | -2.7 | i | i | 6.1 | i | i | -1.9 | i | -5.1 | i
CCOc1ccc(NC(=O)CN2C(=O)S/C(=C/c3cccn3C)C2=O)cc1 | i | 0.4 | i | i | -5.7 | i | i | -0.3 | i | -1.3 | i
Cc1c(NC(=O)C2Cc3ccccc3CN2C(=O)c2ccco2)c(=O)n(-c2ccccc2)n1C (stereo not drawn) | i | 2.0 | i | i | -5.9 | i | i | 0.1 | i | -7.7 | i
CCN1CCN(c2cc(C)c3cc(NC(=S)NCc4cccs4)ccc3n2)CC1 | i | -1.7 | i | i | 9.4 | i | i | -1.4 | i | -13.3 | i
Cc1ccc(N(CC(=O)NC(C)C)C(=O)CCC(=O)Nc2nccs2)cc1 | i | -2.4 | i | i | 9.3 | i | i | -2.1 | i | -7.0 | i
Cc1ccc(NC(=O)CSc2nnc(C)c(=O)[nH]2)cc1C | i | 3.2 | i | i | -2.3 | i | i | -4.7 | i | -4.5 | i
CCN(CC)c1ccc(CN(C(=O)c2cccs2)C2CCS(=O)(=O)C2)cc1 (stereo not drawn) | i | 1.1 | i | i | -4.2 | i | i | -3.0 | i | -8.6 | i
Cn1c(O)c(C2=c3ccccc3=NC2=O)sc1=Nc1ccc(Cl)cc1 | i | -0.2 | i | i | . | i | i | -0.9 | i | -5.3 | i
CN(Cc1ccccc1)C(=O)CCCn1c(=O)[nH]c2cc(Cl)ccc2c1=O | i | -2.8 | i | i | -6.7 | i | i | -4.2 | i | -2.9 | i
CCC1S/C(=N\S(=O)(=O)c2cccs2)N(C2CCCCC2)C1=O (stereo not drawn) | i | -0.6 | i | i | 12.4 | i | i | -5.3 | i | -1.4 | i
Cc1ccc(OCc2cn3cccnc3n2)cc1 | i | 3.9 | i | i | -4.9 | i | i | 0.5 | i | -5.4 | i
CC(C)N1CCc2c(sc(NC(=O)c3ccco3)c2C(N)=O)C1 | i | 0.7 | i | i | 6.0 | i | i | 2.3 | i | -5.5 | i
O=C(Nc1ncc2c(n1)-c1ccccc1OC2)c1ccc(F)cc1 | i | 0.5 | i | i | . | i | i | 2.1 | i | -12.3 | i
COc1ccc(N/C=C/C(=O)c2ccccc2)cc1 | i | -6.5 | i | i | 3.8 | i | i | -1.5 | i | -2.5 | i
Cc1ccc(O)c(CNc2ccccn2)c1 | i | -0.9 | i | i | 11.5 | i | i | 1.1 | i | -2.5 | i
Cc1ccc(CN(C(=O)COc2ccc([N+](=O)[O-])cc2)C2CCS(=O)(=O)C2)o1 (stereo not drawn) | i | -0.7 | i | i | -4.3 | i | i | -0.2 | i | -3.2 | i
Nc1ccc(-c2nnc(-c3ccccc3)o2)cc1 | i | 2.5 | i | i | -0.6 | i | i | 0.6 | i | -11.8 | i
COC(=O)c1cc(S(=O)(=O)Nc2nn(C)c3ccccc23)oc1C | i | -3.6 | i | i | . | i | i | -2.8 | i | -4.2 | i
Cn1ccc(NC(=O)Nc2ccc(Cl)cc2)n1 | i | 1.8 | i | i | 9.9 | i | i | 0.3 | i | -9.6 | i
C[C@H](NC(=O)N1CCn2c1nc1ccccc12)C(=O)NCc1ccc(F)cc1 | i | 0.5 | i | i | 1.3 | i | i | 3.1 | i | -8.9 | i
Cc1ccc2[nH]c(=O)c(CN3CCCCC3)c(-c3ccccc3)c2c1 | i | -3.4 | i | i | 2.2 | i | i | 5.0 | i | -7.7 | i
COc1cc(C)c(S(=O)(=O)N2CCOCC2)c(C)c1C | i | 0.2 | i | i | 0.6 | i | i | -6.0 | i | -8.6 | i
O=C(Nc1nnc(C2CC2)o1)c1ccc(S(=O)(=O)N2CCCc3ccccc32)cc1 | i | 1.7 | i | i | 1.0 | i | i | -1.9 | i | -16.4 | i
Nc1cccc(Oc2ccc3c(c2)C(=O)N(CC2CCCO2)C3=O)c1 (stereo not drawn) | i | 2.4 | i | i | -6.3 | i | i | -1.8 | i | -13.2 | i
Nc1nc(-c2ccc(Cl)cc2)cc(C(F)(F)F)n1 | i | 0.0 | i | i | -0.6 | i | i | 1.7 | i | -6.1 | i
COc1ccccc1OCC(=O)Nc1ccc2c(c1)OCCO2 | i | 1.1 | i | i | 1.5 | i | i | -4.0 | i | -11.2 | i
COc1ccc(N(C(=O)Cn2nnc(-c3ccccc3F)n2)C(C(=O)NCC2CCCO2)c2ccc(Cl)cc2)cc1 (stereo not drawn) | i | 1.6 | i | i | -11.3 | i | i | -6.4 | i | -3.8 | i
Cc1ccccc1CN1CCSc2sccc2C1=O | i | 1.4 | i | i | -0.6 | i | i | 0.5 | i | -2.3 | i
Cc1nc(-c2ccccc2)sc1-c1n[nH]c(=S)n1C | i | -3.3 | i | i | 4.2 | i | i | -1.0 | i | -12.5 | i
N#Cc1ccc(N2CCOCC2)c([N+](=O)[O-])c1 | i | -4.0 | i | i | -2.4 | i | i | -0.6 | i | -5.1 | i

The last two records of the part before come first, to join the parts.
Structure | RGS4 inh | GSK3B inh | KCNQ1 pot | KCNQ1 inh | DYRK1A inh | PolyA inh | KCNK3 inh | GSK3A inh | KCNK9 block | hERG protect | RGS4 pot
Cc1nc(-c2ccccc2)sc1-c1n[nH]c(=S)n1C | i | -3.3 | i | i | 4.2 | i | i | -1.0 | i | -12.5 | i
N#Cc1ccc(N2CCOCC2)c([N+](=O)[O-])c1 | i | -4.0 | i | i | -2.4 | i | i | -0.6 | i | -5.1 | i
CC1=NNC(=O)C1CCC(=O)N/N=C(\C)c1ccccc1 (stereo not drawn) | i | -6.6 | i | i | -0.9 | i | i | 3.6 | i | -9.1 | i
CCCOc1ccc(C(=O)NNC(=S)NC(=O)c2ccccc2)cc1 | i | -0.1 | 34* | i | -8.5 | i | i | -1.2 | i | 16.8* | -8.38*
CCOC(=O)/C(C#N)=C/c1ccc(N2CCCCC2)cc1 | i | 4.3 | i | i | -5.3 | i | i | -2.4 | i | -10.3 | i
CCCN1CCC(NC(=O)C2CCN(C(C)=O)CC2)CC1 | i | -3.8 | i | i | 0.6 | i | i | 0.0 | i | -6.8 | i
Brc1ccc(-c2nnc(-c3cccnc3)c3conc23)cc1 | i | -0.3 | i | i | . | i | . | -1.6 | i | -12.8 | i
CCOc1cc(C(=O)OC(C)C(=O)Nc2ncc(Cl)cc2Cl)ccc1OCC(=O)N1CCOCC1 (stereo not drawn) | i | -1.7 | i | i | 6.0 | i | i | 1.6 | i | -4.4 | i
CCCCC(=O)NCCc1ccc(S(N)(=O)=O)cc1 | i | -3.8 | i | i | 3.8 | i | i | . | i | -6.5 | i
CCCCOC(=O)c1ccc(NC(=O)CSCc2n[nH]c(=O)[nH]2)cc1 | i | -1.1 | i | i | -3.7 | i | i | -1.2 | i | -5.0 | i
Cc1ccsc1C(=O)N1CCCC(CCC(=O)N2CCN(c3ccccn3)CC2)C1 (stereo not drawn) | i | 2.4 | i | i | 2.9 | i | i | -1.1 | i | -1.4 | i
COc1ccc(CN=C(C)c2c(C(F)(F)F)[nH]n(-c3nc4ccccc4s3)c2=O)cc1 | i | -2.3 | i | i | 0.0 | i | i | -0.3 | i | -1.6 | i
C=C(C)C(=O)Nc1cccc(C2=NOC3(C2)C[C@@H](C(N)=O)N(C(=O)CCCCC)C3)c1 (stereo partly drawn) | i | -4.9 | i | i | -17.1 | i | i | 2.0 | i | -6.8 | i
Cc1nn(CC(=O)NCCc2ccccc2)c(=O)c2ccccc12 | i | 5.8 | i | i | 6.4 | i | i | -0.3 | i | -0.4 | i
OCCN(CC(O)COc1ccccc1)CC(O)Cn1ccc2ccccc21 (stereo not drawn) | i | -0.5 | i | i | -0.6 | i | i | -0.4 | i | 0.6 | i
CCN1C(=NCCOC)N[C@@H](CCc2ccccc2)[C@H](C(=O)OC)[C@H]1C | i | -1.5 | i | i | -10.8 | i | i | 1.4 | i | -6.1 | i
O=S(=O)(NC1c2cccc3cccc(c23)C1Sc1ncccn1)c1ccccc1 (stereo not drawn) | i | 0.7 | i | i | 3.3 | i | i | -2.2 | i | -10.8 | i
Cc1cccn2c(=O)c3cc(C(=O)NCC4CCCO4)c(=N)n(Cc4ccc(F)cc4)c3nc12 (stereo not drawn) | i | -0.6 | i | i | -1.3 | i | i | -2.7 | i | -17.9 | i
COc1cccc(NC(=O)CSc2nc(C3CC3)nc3ccccc23)c1 | i | . | i | i | 3.0 | i | i | 0.9 | i | -11.8 | i
Cc1ccc(CNS(=O)(=O)c2ccc3c(c2)NC(=O)C(C)S3)cc1 (stereo not drawn) | i | 0.3 | i | i | 0.1 | i | i | -2.5 | i | -5.2 | i
Cc1cc([N+](=O)[O-])nn1Cc1noc(C(=O)NCc2ccc3c(c2)OCO3)n1 | i | . | i | i | -4.4 | i | i | -1.4 | i | -10.5 | i
Cc1cc(C)cc(NC(=S)N(CCN(C)C)C(C)c2cccnc2)c1 (stereo not drawn) | i | 3.3 | i | i | . | i | i | -1.3 | i | -4.9 | i
COc1ccc(CCNC(=O)COC(=O)Cn2cnc3ccccc3c2=O)cc1 | i | -4.9 | i | i | 2.5 | i | i | 0.5 | i | -19.6 | i
CCC(C(=O)Nc1ccccn1)c1ccccc1 (stereo not drawn) | i | 4.2 | i | i | -13.7 | i | i | 8.3 | i | -7.2 | i
O=C(Nc1nnc(-c2ccco2)o1)c1ccc(S(=O)(=O)N2CCCC2)cc1 | i | -1.9 | i | i | -6.1 | i | i | -3.0 | i | -13.7 | i
CC(c1ccccc1)c1nnc(NC(=O)Nc2ccccc2)s1 (stereo not drawn) | i | 3.1 | i | i | 4.3 | i | i | -1.4 | i | -6.4 | i
O=[N+]([O-])c1ccc(NC(=S)NCc2ccc(F)cc2)cc1 | i | -2.1 | i | i | 8.1 | i | i | -5.6 | i | -13.1 | i
COc1cc(C)c(N(C(C)=O)c2ccccc2)c(C)c1 | i | -0.6 | i | i | -3.0 | i | i | -2.4 | i | -10.6 | i
O=C(COC(=O)c1ccco1)NCc1ccc(F)cc1 | i | -0.2 | i | i | -1.3 | i | i | -2.1 | i | -10.4 | i
CCOC(=O)C(C#N)c1ccccn1 (stereo not drawn) | i | 3.9 | i | i | 9.6 | i | i | -0.9 | i | -6.4 | i
C/C(CC(O)(/C=N/O)c1ccccc1)=N\O (stereo not drawn) | i | -0.1 | i | i | -3.7 | i | i | -1.5 | i | -14.1 | i
